Bioassay records: PubChem, National Center for Advancing Translational Sciences (NCATS)
TDP1 block = TDP1 (human) enzyme inhibition | Potency, µM (highest dose often 130 µM), without a hit: at the top dose activity change, negative = inhibition, usual class: inhibitors | Q9NUW8 | AID 485290 | recombinant TDP1, AlphaScreen DNA substrate cleavage | 0.28% of 350,000 active; note: nearly all actives have a fitted effect of over 40% in size
Target sequence (Q9NUW8 whole entry, looked up): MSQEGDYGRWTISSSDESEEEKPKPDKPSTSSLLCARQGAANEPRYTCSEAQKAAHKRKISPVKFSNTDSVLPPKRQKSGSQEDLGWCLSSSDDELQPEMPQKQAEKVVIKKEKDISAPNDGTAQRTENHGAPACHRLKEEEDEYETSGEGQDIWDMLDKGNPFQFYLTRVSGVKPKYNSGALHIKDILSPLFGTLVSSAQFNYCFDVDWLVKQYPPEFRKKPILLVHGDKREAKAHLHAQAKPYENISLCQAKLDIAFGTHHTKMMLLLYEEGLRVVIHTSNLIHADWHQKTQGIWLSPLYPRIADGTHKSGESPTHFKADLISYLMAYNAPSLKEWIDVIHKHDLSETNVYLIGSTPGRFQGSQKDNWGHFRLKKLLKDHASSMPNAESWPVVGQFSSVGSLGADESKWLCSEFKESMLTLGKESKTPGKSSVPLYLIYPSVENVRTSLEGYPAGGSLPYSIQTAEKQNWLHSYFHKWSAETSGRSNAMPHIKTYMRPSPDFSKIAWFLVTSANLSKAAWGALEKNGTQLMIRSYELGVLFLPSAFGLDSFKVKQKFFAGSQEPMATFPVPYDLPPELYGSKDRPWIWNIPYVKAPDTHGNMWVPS
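Recombinant E. coli-expressed Tdp1 (1 nM) preincubated with compound 15 min at RT, then 5'-biotin/3'-phosphotyrosine-FITC DNA substrate (15 nM) added for 5 min. AlphaScreen beads (10 ug/ml) added, 10 min RT; tyrosine-FITC cleavage read as signal loss.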
N370S GC mod = N370S glucocerebrosidase modulation, Gaucher chaperone candidate. P04062. Potency, µM (highest dose often 59.4 µM), without a hit: at the top dose activity change, negative = inhibition, most hits filed as inhibitors. AID 2101. N370S GC spleen homogenate, 4MU-glucoside fluorescence. 0.092% of 330,000 active;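 note: 0% = full enzyme activity and -100% = no enzyme basal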
FEN1 inh = inhibitors of human flap endonuclease 1. P39748. Recombinant FEN1 flap cleavage, fluorescence, 15 min. Potency, µM (series often up to 114 µM), for inactives: at the top dose activity change, negative = inhibition, actives largely listed as inhibitors. 0.35% of 390,000 active. AID 588795; note: nearly all actives have a fitted effect of over 65% in size
Target sequence (P39748 whole entry, looked up): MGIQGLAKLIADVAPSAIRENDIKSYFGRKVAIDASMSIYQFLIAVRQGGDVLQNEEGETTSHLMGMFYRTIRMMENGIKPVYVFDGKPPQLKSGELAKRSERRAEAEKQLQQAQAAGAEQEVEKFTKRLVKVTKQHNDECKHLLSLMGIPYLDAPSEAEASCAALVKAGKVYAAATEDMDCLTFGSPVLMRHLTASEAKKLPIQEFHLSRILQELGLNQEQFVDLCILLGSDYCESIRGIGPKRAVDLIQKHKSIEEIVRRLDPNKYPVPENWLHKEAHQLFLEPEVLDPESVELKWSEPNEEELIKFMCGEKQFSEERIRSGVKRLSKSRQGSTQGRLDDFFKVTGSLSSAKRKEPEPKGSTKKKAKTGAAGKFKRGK
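Concentration–response screening of FEN1 (10 nM): 15 min compound preincubation at room temperature, reaction started with 50 nM substrate and read at 0 and 15 min. Corrected, normalized data were fitted by a four-parameter Hill equation.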
Starred values were filed as active, the others as inactive; ? = inconclusive; . = no result given; & = joins results of further samples; [ ] = another dose, or the depositor's remark. Calls come from the whole dose curve; as a rule, active = well fitted curve in the direction sought with a large enough effect; inconclusive = small, poorly fitted or top-dose-only effect, or another doubt; inactive = no such curve, though single readings can be large; an effect the other way counts as inactive or inconclusive. Unless noted, % is set by controls: 0 for no effect and ±100 for the full control effect; potency is the fitted concentration of half-maximal effect.

mol	N370S GC mod	TDP1 block	FEN1 inh
O=C(O)CSCC(=O)N1CCCN(c2ccc(C(F)(F)F)cn2)CC1	-17%	.	1%
CCOC(=O)N1CCC(NC(=O)C2CCCN(S(=O)(=O)c3cccnc3)C2)CC1 (stereo not drawn)	1%	3%	19%
CCOc1ccc(N2CC(NS(=O)(=O)c3cccnc3)CC2=O)cc1 (stereo not drawn)	-5%	.	1%
CC(C)C[C@H](NC(=O)N1CCn2c1nc1ccccc12)C(=O)NC1CC1	-11%	1%	-13%
CCOC(=O)c1c(C)[nH]c(CCC(=O)NCc2ccc(F)cc2)c1C	.	3%	-3%
CCCN1CCN(CCCNC(=O)c2ccc3c(c2)sc2nc(-c4ccc(OCC)cc4)cn23)CC1	.	-2%	-16%
O=C(NCCc1cccs1)C12CN(Cc3ccccc3)CC1C(c1cccc([N+](=O)[O-])c1)=NO2 (stereo not drawn)	-7%	13%	-23%
c1ccc(CCn2nnnc2CN2CCN(C3CCCC3)CC2)cc1	-8%	9%	1%
O=C(Nc1ccc(F)cc1F)C1CCN(c2ncccn2)CC1	.	-7%	-8%
O=C1NC(=O)[C@@H]2C3c4ccccc4C=CN3[C@H](C(=O)c3cccs3)[C@H]12 (stereo partly drawn)	5%	-2%	.
CC1CCCCN1C(=O)CSc1nnc(-c2ccc(Cl)s2)o1 (stereo not drawn)	-6%	2%	-2%
Cc1nc2cc(C(=O)NCCN3CCOCC3)ccc2n1-c1ccc(F)cc1F	-3%	1%	3%
CC[C@@H]1C(c2cccc(Cl)c2)=NN(c2ccc(Br)cc2)[C@H]1C(=O)N1CCOC1=O	?	-17%[56.1 µM]	-26%
O=C(c1ncn(Cc2ccccc2)c1C(=O)N1CCN(c2ccccc2)CC1)N1CCN(c2ccccc2)CC1	.	8%	-11%
O=C(NC(=S)Nc1ccc(S(=O)(=O)N2CCCC2)cc1)c1cccs1	6%	-5%	-12%
Cc1ccc(C(=O)N/C(=C\c2ccc(-c3ccc(Br)cc3)o2)C(=O)NCCCN(C)C)cc1	-12%	6%	-32%
CCC(=O)OCC(=O)Nc1ccc(OC)cc1[N+](=O)[O-]	3%	0%	-1%
CCC(C)(C)NC(=O)c1cc([N+](=O)[O-])ccc1N1CCCCC1	-8%	2%	0%
Cn1c(NCCCCO)nc2c1c(=O)n(Cc1ccc(Cl)cc1)c(=O)n2C	.	-1%	-7%
O=C(CCN1C(=O)/C(=C/c2ccc3c(c2)OCO3)SC1=S)NNC(=O)c1cccnc1	-4%	5%	-2%
Cc1ccc(CSC2=Nc3ccccc3C3=NC(CCC(=O)NC4CCCCC4)C(=O)N23)cc1 (stereo not drawn)	.	6%	-3%
Cc1nc2c(-c3ccccc3)c(C)nn2c(C)c1CCC(=O)NCc1ccccc1Cl	.	2%	-5%
C=C(C)C1CC=C(C)/C(=N/NC(=O)COc2cccc3ccccc23)C1 (stereo not drawn)	8%	5%	-12%
O=C(NC(=S)NCCN1CCOCC1)c1ccc(Cl)cc1Cl	-29%	4%	-1%
COc1cccc(-c2noc(C3CCCN(C(=O)c4cccc(F)c4)C3)n2)c1 (stereo not drawn)	-3%	.	-11%
CS(=O)(=O)c1ccc(Cl)c(NC(=O)COC(=O)Cc2c[nH]c3ccccc23)c1	-13%	1%[0.505 µM]	6%
COc1ccc(CC(=O)N/N=C/C=C/c2ccc3c(c2)OCO3)cc1OC	-2%	-14%	-19%
Cc1oc2ncnc(N3CCOCC3)c2c1C(=O)N(Cc1ccccc1)C(C)C	.	3%	18%
CCOC(=O)c1ccc(Nc2ncnc3ccccc23)cc1	-1%	8%	14%
COc1ccccc1CNC(=O)c1ccccc1N(C)S(C)(=O)=O	2%	-7%	8%
O=C(N/N=C/c1cccc([N+](=O)[O-])c1O)c1cccs1	0%	2%	-6%
CCOC(=O)Cn1nc(C)n(-c2ccc(C(C)(C)C)cc2)c1=O	-1%	2%	-1%
Cc1cc(C(C)(C)C)cc(C)c1COC(=O)C1CCC(=O)N1 (stereo not drawn)	0%	3%	-2%
CC(C)C(=O)C1=Cc2cccc([N+](=O)[O-])c2OC1N1CCOCC1 (stereo not drawn)	.	-2%[56.1 µM]	-21%
CCOC(=O)c1cccc(C2=CC(=O)C[C@H](c3ccc(OC)c(OC)c3)C2)c1	.	4%	-15%
Cc1ccc(C)c(S(=O)(=O)N2CCN(C(=O)[C@@H](NC(=O)c3ccc(F)cc3)C(C)C)CC2)c1	.	1%	-8%
COc1ccc(Cl)cc1NC(=O)CCc1nc(-c2ccccc2F)no1	?	3%	-13%&-25%
CN(C)CCNC(=O)CCn1nc(-c2ccc(Cl)cc2)ccc1=O	-22%	.	0%
C=CCn1c(=O)c2ccccc2n2nnc(C(=O)OCC)c12	-6%	4%	5%
COc1ccc(-c2[nH]ncc2-c2csc(C)n2)c(O)c1	0%	-3%	19%
CCOc1ccc(C2/C(=C(\O)c3ccc4c(c3)OCCO4)C(=O)C(=O)N2CCCN2CCOCC2)cc1OC (stereo not drawn)	?	7%	-4%
Cc1cc(C)cc(N(C(=O)CNC(=O)c2ccco2)C(C(=O)NC2CCCC2)c2cccnc2)c1 (stereo not drawn)	-6%	4%	-7%
COc1c(/C=N/NC(=O)c2ccccc2O)c(CCN(C)C(C)=O)cc2c1OCO2	2%	0%	0%
CCCCn1c(=O)c(C(=O)c2ccccc2)nc2ccccc21	12%	6%	5%
O=C(NCCc1csc(-c2ccc(C(F)(F)F)cc2)n1)c1cccs1	5%	5%	-9%
Cc1nnc(N2CCC(C(=O)N3CCCCCC3)CC2)c2nn(-c3ccc(Cl)cc3)c(C)c12	2%	1%	0%
Cc1cc(Cl)nc(SCC(=O)c2ccccc2)n1	2%	2%	-10%
COc1ccc(C2=CC(c3c(C)nn(-c4ccccc4)c3Cl)n3nnnc3N2)cc1OC (stereo not drawn)	-10%	8%	-23%
CCOc1cccc(C2CC(=O)Nc3cc(OC)c(OC)cc32)c1 (stereo not drawn)	-5%	.	4%
CSc1ccc(/C=C/C(=O)OCC(=O)N(C)CCC#N)cc1	10%	4%	17%
COc1cc(-c2cc(C(=O)Nc3cccc(C(C)=O)c3)c3ccccc3n2)cc(OC)c1OC	10%	.	-24%
CC(C)C(=O)COc1c2occc2cc2ccc(=O)oc12	.	-4%	-8%
Cc1ccc(C)c(N2CCN(C(=O)c3ccc(Nc4nc5ccccc5n5nnnc45)cc3)CC2)c1	.	8%	-6%
Cc1cc(C(=O)Nc2c(C)n(C)n(-c3ccccc3)c2=O)cs1	-7%	4%	7%
Cc1sc2ncnc(Sc3ccccc3C(=O)Nc3ccc(Br)cc3)c2c1C	7%	8%	-11%
CCN(CC)S(=O)(=O)c1ccc2c(c1)c(=O)c(C(=O)NCCCN(C)c1ccccc1)cn2C	7%	-3%	-18%
COCCN1CCn2c(nc3cc(NC(=O)c4ccc(OC)cc4)ccc32)C1	-3%	4%	7%
Cc1cc(C)nc(NC2=NCC(=O)N2c2cc(Cl)cc(Cl)c2)n1	-7%	11%	-5%
CC(Sc1nnc(-c2ccco2)n1N)C(=O)NCC1CCCO1 (stereo not drawn)	.	1%	13%
COc1cc(CC2COC(c3ccc(O)c(OC)c3)C2COC(C)=O)ccc1O (stereo not drawn)	-6%	.	56µM*

The list goes on:
mol	N370S GC mod	TDP1 block	FEN1 inh
COc1ccc(NC(=O)/C(C#N)=C\c2cc(C)n(-c3ccc(Oc4ccc([N+](=O)[O-])cn4)cc3)c2C)cc1	-5%	4%	3%
COc1ccc(C(=O)CSc2nc3cc(C(=O)NC4CCCC4)ccc3c(=O)n2CC2CCCO2)cc1 (stereo not drawn)	.	-3%	19%
Cc1cc(C)cc(NC(=O)C(=O)NCCCN2CCCC2=O)c1	2%	.	-2%
CCCNCCC(c1ccco1)c1ccccc1OC (stereo not drawn)	-12%	9%	-11%
CCc1ccc(C(=O)NCc2cccs2)s1	10%	5%	14%
COC(=O)c1ccc(CSc2nc(N)cc(N)n2)cc1	-14%	-1%	0%
COC(=O)c1ccc(NC(=O)C(OC)c2ccccc2)cc1 (stereo not drawn)	5%	8%	-3%
COc1ccccc1NC(=O)CSc1nnc(C2CCCCC2)n1N	5%	1%	3%
Cn1c(SCC(=O)Nc2cccnc2Cl)nc2ccccc21	.	1%	2%
CN(C)CCNc1ncnc2c1cnn2-c1cccc(Cl)c1	.	3%	4%
COc1ccc2c(c1)OC[C@H]1[C@H]2N2C(=O)CNC(=O)[C@@]2(C)[C@H]1c1ccccc1	.	-1%	8%
Cc1ccc(C(=O)N/C(=C/c2ccc(Cl)cc2)C(=O)N2CCOCC2)cc1	1%	.	3%
O=c1c2oc3ccccc3c2n(Cc2ccc(Cl)cc2)c(=O)n1Cc1ccccc1	.	3%	2%
Cc1ccc(C(=O)C(C)OC(=O)c2cc(=O)[nH]c3ccccc23)cc1 (stereo not drawn)	10%	3%	28%
CC(=O)Nc1nnc(SCc2cc(=O)c3cccc(C)c3[nH]2)s1	.	-3%	6%
Cc1ccc(N2C(=O)CC(NNC(=O)c3cccc(S(=O)(=O)N4CCCC4)c3)C2=O)cc1 (stereo not drawn)	22%	-2%	-3%
Cc1ccc(C2C(C(=O)c3cccs3)=C(O)C(=O)N2c2ccc(S(N)(=O)=O)cc2)cc1 (stereo not drawn)	-21%	.	-1%
O=C1N(Nc2ccccc2)C(c2ccc(Br)cc2)C12CCCC2 (stereo not drawn)	-7%	-2%	0%
CCOC(=O)c1ccc(CN(Cc2ccccc2)S(=O)(=O)c2ccc(Cl)cc2)cc1	.	0%	0%
COc1ccc(C2=Nn3c(nnc3-c3cccnc3)SC2)cc1OC	4%	4%	-1%
Cc1ccc(NC(=O)CS(=O)CC(=O)NCC2OCCc3ccccc32)c(C)c1 (stereo not drawn)	14%	-2%	-3%
Cc1ccc(C(=O)C(OC(=O)c2cnccn2)c2ccccc2)cc1C (stereo not drawn)	-4%	-3%	-12%
CCOc1ccc(-c2noc(CCC(=O)NC3CCCC3)n2)cc1OC	-4%	3%[0.0935 µM]	-3%
CCCCN1C(=O)C(O)=C(C(C)=O)C1c1ccccc1[N+](=O)[O-] (stereo not drawn)	15%	5%	1%
Cc1cc(C)cc(N(CCC#N)C(=O)COC(=O)c2ccc(OCc3c(C)noc3C)cc2)c1	-5%	.	0%
COc1ccccc1N1CCN(C2CCCN(C(=O)CN3CCCCC3=O)C2)CC1 (stereo not drawn)	-4%	1%[56.1 µM]	1%
CCc1cc(C(=O)NCC(c2ccco2)N2CCCCC2)sc1C (stereo not drawn)	.	3%	7%
COc1ccccc1N1C(=O)C2C3CC(c4ccccc4)C(C3)C2C1=O (stereo not drawn)	0%	6%	-10%
COc1cccc(Cn2nnc(C(=O)Nc3cc(Cl)ccc3OC)c2N)c1	5%	5%	-15%
CC(C)c1nc(SCC(=O)N2c3ccccc3CC2C)c2ccccc2n1 (stereo not drawn)	8%	0%	2%
Cc1ccc(S(=O)(=O)N2[C@@H](c3ccc(Br)cc3)C(C(=O)O)=CC[C@H]2c2cccc(C)c2)cc1	.	2%	-9%
CN(C1CCCCC1)S(=O)(=O)c1ccc(S(=O)(=O)N2CCCC2)cc1	-15%	2%	4%
CN(C)CCNC(=O)c1ccc2c(c1)NC(=O)c1ccccc1S2	-17%	.	-8%
O=C1CCN(S(=O)(=O)c2ccccc2)CCN1CCOCc1ccc(F)cc1	3%	.	5%
Cc1ccc(Cn2nc(C)c(NC(=O)c3cc(-c4ccc5c(c4)OCO5)on3)c2C)cc1	2%	-1%	-16%
O=C(COc1ccc(Cl)cc1)N1CCN(c2ncccn2)CC1	9%	4%	-6%
CCOC(=O)Cc1cc(OC)c(OC)cc1Cc1cc(OC)c(OC)cc1CC(=O)OCC	-1%	4%	2%
